Screens deposited in PubChem BioAssay by National Center for Advancing Translational Sciences (NCATS).
LMNA splice mod: qHTS Assay for Modulators of Lamin A Splicing; HeLa LMNA splicing GFP/RFP minigene ratio, 48 h; Potency, µM (series often up to 46.1 µM), for inactives: at the highest dose ratio change, negative = inhibition, usual class: inhibitors; hit rate 0.01% among 200,000; active = well fitted inhibition curve with a large enough effect in the signal ratio, with a control signal flat, not every such curve was filed as active; inconclusive = small, poorly fitted or top-dose-only effect, or effect the other way, or a change in a side signal; the % refers to the signal ratio; also: potency is read from the fitted curve at half-maximal effect; % is scaled to controls: 0 for no effect and ±100 for the full control effect
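S3 HeLa cells stably expressing lamin A-EGFP splicing minigene plus DsRed2, 600 cells/well, 48 h compound exposure at 37C. Laser-scanning cytometry; analysed as GFP (500-530 nm)/RFP (575-640 nm) total intensity ratio; 0.5% DMSO vehicle.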
HTT aggregate: qHTS Multiplex Assay to Identify Dual Action Probes in a Cell Model of Huntington: Aggregate Formation (GFP); PC12 HttQ103-GFP aggregates, Acumen cytometry, 40 h; Potency, µM (top dose mostly 46.1 µM), without a hit: top-dose activity change, negative = inhibition, actives largely listed as inhibitors; hit rate 1.1% among 220,000; AID 1688, 2009; also: potency is read from the fitted curve at half-maximal effect; % is scaled to controls: 0 for no effect and ±100 for the full control effect; nearly all actives have a fitted effect of over 60% in size
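Quantitative HTS on tebufenozide-induced (100 nM) PC12 cells stably expressing polyQ103 Huntingtin exon 1–GFP. Reduction of bright GFP aggregates, detected by laser scanning cytometry after lysis, identified actives across the titration.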
CBFb RUNX1 block: qHTS Assay for Compounds Blocking the Interaction Between CBF-beta and RUNX1 for the Treatment of Acute Myeloid Leukemia; 230,000 tested, under 10 active; AID 1477, 2009; AlphaScreen CBFb-His/RUNX1-biotin binding, biochemical; Runt-related transcription factor 1 (Homo sapiens) + Core-binding factor subunit beta …; Potency, µM (highest dose often 59.8 µM), for the others: top-dose activity, negative = inhibition, hits mostly inhibitors; also: % of control where 0% means no effect
Target sequence (Q01196 whole entry, looked up): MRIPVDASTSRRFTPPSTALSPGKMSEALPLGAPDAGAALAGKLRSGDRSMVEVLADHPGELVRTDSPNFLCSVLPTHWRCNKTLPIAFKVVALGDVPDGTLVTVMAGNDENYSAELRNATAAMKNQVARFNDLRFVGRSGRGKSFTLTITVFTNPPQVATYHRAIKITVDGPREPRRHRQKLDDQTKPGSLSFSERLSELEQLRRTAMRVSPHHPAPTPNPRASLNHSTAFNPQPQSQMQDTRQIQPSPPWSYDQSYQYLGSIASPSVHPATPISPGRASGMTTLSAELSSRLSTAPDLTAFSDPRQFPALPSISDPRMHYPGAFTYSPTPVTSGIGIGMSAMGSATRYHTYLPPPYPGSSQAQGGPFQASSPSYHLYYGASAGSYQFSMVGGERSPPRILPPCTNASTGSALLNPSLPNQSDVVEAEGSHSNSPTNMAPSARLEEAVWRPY
Target sequence (Q13951 whole entry, looked up): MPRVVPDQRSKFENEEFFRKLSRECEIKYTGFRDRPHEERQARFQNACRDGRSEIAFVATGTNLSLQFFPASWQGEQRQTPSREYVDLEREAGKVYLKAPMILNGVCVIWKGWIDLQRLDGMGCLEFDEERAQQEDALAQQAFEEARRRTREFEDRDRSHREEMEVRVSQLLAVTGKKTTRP
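AlphaScreen proximity signal reports loss of binding between His-tagged CBF-beta and biotin-labelled RUNX1, each at 30 nM. Proteins are pre-associated for 20 minutes, compounds added for 15 minutes, then beads for 90 minutes, all at ambient temperature.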
KinaseGlo FLuc: Counterscreen for Luciferase (Kinase-Glo TM) Inhibition; Luciferin 4-monooxygenase (Photuris pensylvanica), Q27757; Kinase-Glo luciferase, ATP luminescence, 8 min; Potency, µM (titrated, usually from 38.3 µM), inactives show at the top dose activity change, negative = inhibition, most hits filed as inhibitors; hit rate 0.28% among 200,000; AID 1379, 2008; also: potency is read from the fitted curve at half-maximal effect; % is scaled to controls: 0 for no effect and ±100 for the full control effect; nearly all actives have a fitted effect of over 60% in size
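Kinase-Glo luciferase light output from ATP and luciferin was measured with 10 uM ATP, within the enzyme's linear range. Buffer: 50 mM imidazole pH 7.2, 50 mM KCl, 7 mM MgCl2, 0.01% Tween 20, 0.05% BSA; luminescence read after 8 min at ambient temperature.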
HTT cytoprotect: qHTS Multiplex Assay to Identify Dual Action Probes in a Cell Model of Huntington: Cytoprotection (ATP); PC12 HTT-Q103 induced, cytoprotection, ATP luminescence, 40 h; Potency, µM (titrated, usually from 56.4 µM), inactives show cytoprotection (ATP increase), usual class: activators; hit rate 0.14% among 230,000; AID 1471, 2008;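 also: potency is read from the fitted curve at half-maximal effect; % of control where 0% means no effect; nearly all actives have a fitted effect of over 45% in size; toxic huntingtin expression switched on by the ecdysone agonist tebufenozide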
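Compounds added alongside 100 nM tebufenozide, which induces toxic Q103 huntingtin exon 1-GFP in stable PC12 cells; surviving cells quantified by luminescent ATP measurement. Medium: phenol red-free DMEM, 5% equine and 5% calf serum.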
IMPase Li cell: qHTS Assay for Identifying the Cell-Membrane Permeable IMPase Inhibitors: Potentiation with Lithium | Potency, µM (doses to about 59.4 µM), inactives show at the highest dose activity, negative = IMPase inhibition, hits mostly inhibitors | CHO-M1 cells, IP1 TR-FRET (IP-One), carbachol + lithium | hit rate 0.35% among 210,000 | AID 1457, 2008;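 also: IP1 builds up when IMPase is blocked and the TR-FRET signal falls; potency is read from the fitted curve at half-maximal effect; plate controls were basal vehicle for no effect and high inhibitor control for full effect; nearly all actives have a fitted effect of over 50% in size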
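Lithium-sensitised IP1 accumulation assay; M1-expressing CHO cells treated 30 min at 37C with compound. Competitive antibody detection by time-resolved FRET followed a 10 min room-temperature lysis step.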
SMN2 splice enh: qHTS Assay for Enhancers of SMN2 Splice Variant Expression; HEK293 SMN2-luciferase splicing reporter, luminescence, 30-36 h; Potency, µM (top dose mostly 46.1 µM), for inactives: at the top dose activity change, positive = activation, hits mostly activators; hit rate 2.8% among 210,000; AID 1458, 2008; also: potency is read from the fitted curve at half-maximal effect; % of control where 0% means no effect; nearly all actives have a fitted effect of over 55% in size
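HEK293 cells carry an SMN2 […]–luciferase reporter in which exon 7 inclusion puts luciferase in frame. Cells were plated 10-12 h before compound addition, then incubated 30-36 h at 37C. ONE-Glo luminescence was read; sodium butyrate at 4.5 mM final served as control.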
* hit, by the source's call; ? = inconclusive; / = no result given; [ ] = dose if it differs, or a comment. Unless noted, calls follow the shape of the dose curve; as a rule, active = well fitted curve in the direction sought with a large enough effect; inconclusive = small, poorly fitted or top-dose-only effect, or another doubt; inactive = no such curve, though single readings can be large; an effect the other way counts as inactive or inconclusive. Rows were taken by chance (roughly 4% active in at least one column).

structure	LMNA splice mod	HTT aggregate	CBFb RUNX1 block	KinaseGlo FLuc	HTT cytoprotect	IMPase Li cell	SMN2 splice enh
CCn1ccnc1[C@@H]1C[C@H]2CN(c3ccccc3OC)C(=O)[C@]23CCCN13	20%[46 µM]	-10%[9.22 µM]	-11%	0%	-6%[10 µM]	7%	/
CCNC(=S)Nc1ccc(N(c2ccccc2)C(C)C)cc1	?	?	-8%	20%	-9%	10%[38.3 µM]	4%
COc1ccc(-c2nn(-c3ccccc3)cc2/C=N/n2cnnc2)cc1OC	-4%	-1%	5%	1%	-15%	7%[38.3 µM]	?
O=c1c2ccccc2ncn1-c1ccc(Cl)cc1[N+](=O)[O-]	5%[46 µM]	-10%[9.22 µM]	12%	4%	1%[10 µM]	4%	/
C/C(=N\S(=O)(=O)c1ccc(C)cc1)N(C)C	/	5%[9.22 µM]	-4%	/	6%[10 µM]	/	/
O=C1c2ccccc2S(=O)(=O)N1CC(O)Cn1c2ccccc2c2ccccc21 (configuration not stated)	13%	-14%[9.22 µM]	2%	0%	0%	-17%[38.3 µM]	27%
CCOC(=O)Cn1c(SC)nc2sc3c(c2c1=O)CC(C)(C)OC3	2%	9%[9.22 µM]	1%	-7%	-21%	11%[38.3 µM]	-23%
CCN(CC)c1ccc(N2C(=O)/C(=C/c3cccnc3)SC2=S)cc1	6%	-11%	-9%	6%	-4%	20%[38.3 µM]	-34%[inhibitor]
CCOC(=O)c1c(C)[nH]c(C(=O)N/N=C\c2ccccc2O)c1C	?	?	-24%	-1%	-78%[inhibitor][10 µM]	-2%	-78%[inhibitor]
Cc1nc([N+](=O)[O-])c(C(=O)OCc2ccc(C#N)cc2)n1C	-2%[9.22 µM]	-4%	-1%	-2%	-13%	1%	16%
COC(=O)c1sc(N2CCN(c3ccc(Cl)cc3)CC2)nc1N	/	-14%	-6%	2%	1%	9%	-65%[inhibitor]
C/C(CC(=O)Nc1ccc(Cl)cn1)=N\NC(=O)Cc1cccs1	/	2%[9.22 µM]	1%	/	2%[10 µM]	/	/
Cc1c(CCO)c(=O)[nH]n1C(=O)c1ccc(F)cc1	4%	3%	1%	-3%	-21%	-1%[38.3 µM]	12%
COCCCNC1=C(Cl)C(=O)c2ccccc2C1=O	/	2%[9.22 µM]	-18%	/	-17%[10 µM]	/	/
CCCC/S(C)=N/S(=O)(=O)c1ccc(C)cc1 (configuration not stated)	-7%	-5%	4%	-2%	26%[10 µM]	-1%	17%
CCOc1ccc(C(O)Cn2c(=N)n(CCN3CCCCC3)c3ccccc32)cc1 (configuration not stated)	-14%	-4%	0%	23%	-34%	33%[activator][38.3 µM]	-39%[inhibitor]
Cc1nc2cnc(Oc3cccc(Cl)c3)nc2n(C[C@H]2CCCO2)c1=O	/	/	/	-1%	?	19%	-20%
O=C(N/N=C/c1ccc(OC2CSC2)cc1)c1ccccc1	?	-25%	5%	-19%	-26%	-7%[38.3 µM]	21%
CCOc1cc(/C=N/Nc2nncc(-c3ccccc3)n2)ccc1O	/	27%	-4%	-3%	/	5%	-17%
CC(C)(Oc1ccc(Cl)cc1)C(=O)OCC(=O)N1CCCC1	14%	-10%	1%	2%	9%	2%[38.3 µM]	-14%
CCOc1ccc(NC(=O)CN2C(=O)C3CCCN3C2=O)cc1 (configuration not stated)	-6%	14%	13%	2%	6%[10 µM]	15%[38.3 µM]	11%
COc1ccc(N(C(=O)c2cccc([N+](=O)[O-])c2)S(=O)(=O)c2cccs2)cc1	?	5%	-1%	-1%	15%[10 µM]	19%	1%
CCN(CC)CCCNC(=S)N(Cc1cccnc1)Cc1cc2cccc(C)c2[nH]c1=O	/	-13%	8%	2%	-8%	21%	/
CCOC(=O)C1CCCN(C(=O)c2cc(Cl)ccc2Cl)C1 (configuration not stated)	1%	-9%	2%	0%	-2%[10 µM]	-4%[38.3 µM]	-18%
CCC(C)c1ccc(S(=O)(=O)N2CCN(C(=O)COc3ccc4c(C)cc(=O)oc4c3)CC2)cc1 (configuration not stated)	4%	15%	-2%	-6%	15%[10 µM]	12%[38.3 µM]	-7%
COC(=O)C1=C(C)N=C2SCCC(=O)N2C1c1ccc(OC(=O)c2ccco2)cc1 (configuration not stated)	6%	4%	-4%	2%	14%[10 µM]	14%	6%
CC(C)(C)NS(=O)(=O)c1ccc(NS(C)(=O)=O)cc1	0%	-2%	-7%	3%	-2%	48%[activator][38.3 µM]	-45%[inhibitor]
COc1cc(/C=N/NC(=O)Cc2c[nH]c3ccccc23)cc(OC)c1OC	-18%[46 µM]	7%	-15%	1%	-18%	3%	?
CN(C)c1ccc(NC(=O)Nc2cccc3ccccc23)cc1	13%[46 µM]	17%	?	3%	-84%[inhibitor]	13%	12%
C=CCOc1ccc(C2N3CC4(CC)CN2CC(CC)(C3)C4=O)cc1 (configuration not stated)	3%	-8%	5%	/	16%	/	/
CC(=O)c1ccc(NC(=O)COC(=O)c2ccccc2Sc2ccccc2C#N)cc1	-9%	1%	2%	5%	-14%[10 µM]	?	-15%
Cc1cccnc1N(C(=O)Nc1cccc(Cl)c1)C1=NCC(C)(C)S1	?	-13%	1%	5%	/	-1%	-9%
CC1CCc2c(sc(NC(=O)C(=O)NCc3ccco3)c2C#N)C1 (configuration not stated)	-5%	2%[9.22 µM]	-3%	-1%	2%	-6%[38.3 µM]	25%
CCOC(=O)CSc1nc2ccccc2c(=O)n1CC1CCC(C(=O)NCc2ccco2)CC1 (configuration not stated)	16%	4%	1%	4%	12%	8%[38.3 µM]	-14%
Cc1ccc2cc(CN(Cc3nnnn3C3CCCCC3)CC3CCCO3)c(=O)[nH]c2c1 (configuration not stated)	6%	-4%	3%	3%	-17%	-2%[38.3 µM]	-15%
CCOc1ccc(NC(=O)N(CCCN2CCOCC2)Cc2cccnc2)cc1	-2%	0%	-6%	-3%	-14%	-2%[38.3 µM]	-11%
Cc1nn(C)c(=O)n1-c1ccc(Oc2ccccc2)cc1	-13%	-12%	14%	4%	5%[10 µM]	-9%	8%
O=C(/C=C/c1ccccc1)NCc1cccnc1	?	5%[9.22 µM]	12%	-3%	0%[10 µM]	8%	/
Cc1ccc(/C=C/C(=O)Nc2cccnc2)o1	1%	-7%	-5%	-2%	/	3%	?
COCCn1c(=O)c(-c2ccccc2)nc2cnc(OCc3ccccc3)nc21	/	/	/	-2%	-47%[inhibitor]	8%	-20%
CCOC(=O)CCc1c(C)c2ccc(OC(C)C(=O)OCC)c(C)c2oc1=O (configuration not stated)	4%	1%	12%	10%	-5%	6%[38.3 µM]	-13%
COc1ccc(NC(=O)c2ccccc2[N+](=O)[O-])cc1	-3%	7%	0%	2%	30%[10 µM]	4%	20%
CCCCN(C)C(=O)c1nc2ccccn2c1CN(C)Cc1csc(C)n1	/	-9%[9.22 µM]	5%	/	11%[10 µM]	-7%	/
CCN(CC(=O)N1CCN(c2ccccc2)CC1)S(=O)(=O)c1ccc(C)cc1	?	26%	13%	1%	32%[10 µM]	1%	-34%
Cc1ccc(-n2c3c(cc(C(=O)NC4CCSC4=O)c2=O)C(=O)CC(C)(C)C3)cc1 (configuration not stated)	9%	14%[9.22 µM]	-2%	5%	-9%[10 µM]	-3%[38.3 µM]	0%
O=C(Nc1cccnc1)c1scc2c1OCCO2	3%	-6%	8%	2%	-8%	-9%[38.3 µM]	-13%
Cn1c(SCc2ccccc2)nnc1-c1ccc2nonc2c1	/	-1%[9.22 µM]	8%	/	-4%[10 µM]	/	/
CCOCCCNCc1ccc(OCC(=O)N2CCOCC2)c(OC)c1	?	25%	8%	1%	-18%	14%	-5%
Cc1onc(-c2ccccc2Cl)c1C(=O)N1CCN(C/C=C/c2ccccc2)CC1	?	-16%	-3%	-2%	-28%	10%[38.3 µM]	-7%
Cc1ccccc1NC(=O)C1c2cccc[n+]2CC(=O)N1c1c(C)cccc1C (configuration not stated)	9%	15%	-9%	-3%	-8%	-5%[38.3 µM]	-1%

Entries of single compounds, looked up by structure:
Results for CCOc1ccc(NC(=O)N(CCCN2CCOCC2)Cc2cccnc2)cc1 → LMNA splice mod: -2%; HTT aggregate: 0%; CBFb RUNX1 block: -6%; KinaseGlo FLuc: -3%; HTT cytoprotect: -14%; IMPase Li cell: -2%[38.3 µM]; SMN2 splice enh: -11%
Results for CCOC(=O)CCc1c(C)c2ccc(OC(C)C(=O)OCC)c(C)c2oc1=O (configuration not stated) → LMNA splice mod: 4%; HTT aggregate: 1%; CBFb RUNX1 block: 12%; KinaseGlo FLuc: 10%; HTT cytoprotect: -5%; IMPase Li cell: 6%[38.3 µM]; SMN2 splice enh: -13%

The list goes on:
structure	LMNA splice mod	HTT aggregate	CBFb RUNX1 block	KinaseGlo FLuc	HTT cytoprotect	IMPase Li cell	SMN2 splice enh
O=C1CN(C(=O)CN2CCOCC2)C(c2ccccc2)c2cc(Br)ccc2N1 (configuration not stated)	-7%	1%	2%	1%	3%	6%[38.3 µM]	-7%
NC(=O)c1ccc(NC(=O)CN2CCN(c3ccc(Cl)cc3)CC2)cc1	/	?	3%	1%	/	3%	-9%
OCCn1c(-c2ccc3c(c2)OCO3)csc1=Nc1ccccc1	?	-31%	-15%	-1%	-29%[0.074 µM]	44%[activator][38.3 µM]	-83%[inhibitor]
Clc1ccccc1OCCN1CCC(Cc2ccccc2)CC1	-13%[46 µM]	2%	-7%	4%	-49%[inhibitor]	16%	-43%[inhibitor]
